Source: PubChem BioAssay
ATXN2 expr inh = Primary qHTS for Inhibitors of ATXN expression; 360,000 tested, 0.72% active; HEK-293 ATXN2-luciferase reporter, luminescence, 24 h; Potency, µM (series often up to 57 µM), without a hit: at the highest dose activity change, negative = inhibition, hits mostly inhibitors; also: potency is read from the fitted curve at half-maximal effect; % is scaled to controls: 0 for no effect and ±100 for the full control effect; nearly all actives have a fitted effect of over 55% in size
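ATXN2-luciferase reporter cells (luciferase flanked by upstream and downstream ATXN2 gene portions) were treated 24 h at 37 °C with compounds at up to 57 uM. SteadyGlo luminescence gave expression; GF-AFC fluorescence gave viability.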
ATXN viability = Viability Counterscreen for Primary qHTS for Inhibitors of ATXN expression; 400,000 tested, 0.49% active; S2 cells (HEK-293 line with an ATXN2-luciferase reporter) viability, CellTiter-Fluor protease fluorescence, 24 h; Potency, µM (top dose mostly 56.7 µM), actives largely listed as cytotoxic; also: potency is read from the fitted curve at half-maximal effect; nearly all actives have a fitted effect of over 40% in size
IL1B secr inh = qHTS for Inhibitors of Inflammasome Signaling: IL-1-beta AlphaLISA Primary Screen; THP-1 LPS/ATP IL-1B secretion, AlphaLISA, 16 h; hits give low values; activity change, % at 57.5 µM; 360,000 tested, 4.7% active; AID 743279, 2014; in the data active = activity change below about -50%; inconclusive = mostly about -30% to -49%; also: % is scaled to controls: 0 for no effect and ±100 for the full control effect
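Secreted IL-1B measured by AlphaLISA bead assay after 16 h compound exposure of THP-1 cells; compounds (final up to 57.5 uM) added 1 h before LPS (250 ng/mL) and ATP (1.25 mM) stimulation; lower signal means less secretion.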
TGFb SMAD3 inh = qHTS for Inhibitors of TGF-b; HepG2 CAGA-GFP TGF-b/SMAD3 reporter, GFP fluorescence, 18 h; TGF-beta stimulated, 500 pg/mL final; Potency, µM (top dose mostly 46.1 µM), for the others: at the highest dose activity, negative = inhibition, most hits filed as inhibitors; 410,000 tested, 1.2% active; also: potency is read from the fitted curve at half-maximal effect; % is scaled to controls: 0 for no effect and ±100 for the full control effect; nearly all actives have a fitted effect of over 65% in size
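HEPG2 CAGA-GFP, 1000 cells/well; 2 h settle, 37 C; cpd via pin tool; TGF-b 500 pg/mL final; 18 h, 37 C; GFP imaging ex488/em500-530; %Activity normalised to -TGF-b and +DMSO controls; CRC fit, curve class.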
MCF10A rerep = A quantitative high throughput screen for small molecules that induce DNA re-replication in MCF 10a normal breast cells | 350,000 tested, 2.9% active | MCF 10A DNA re-replication, Hoechst nuclear intensity, 48 h | Potency, µM (highest dose often 46.1 µM), for inactives: top-dose activity, positive = re-replication, most hits filed as activators; also: potency is read from the fitted curve at half-maximal effect; % of control where 0% means no effect; nearly all actives have a fitted effect of over 50% in size
HepG2 viability = qHTS for Inhibitors of TGF-b: Cytotox Counterscreen | Potency, µM (titrated, usually from 46.1 µM), inactives show at the highest dose activity change, negative = cytotoxicity, most hits filed as cytotoxic | 410,000 tested, 0.76% active | HepG2 CAGA-GFP viability, ATP luminescence, 18 h; also: potency is read from the fitted curve at half-maximal effect; some results filed as inactive show a strong effect at the top dose
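HepG2 CAGA-GFP cells (1000/well, DMEM with 1% FBS) received compound, then TGF-beta at 500 pg/mL final, and were incubated 18 hours at 37 degrees C. Viability was read by CellTiter-Glo luminescence. Media-only wells were set as complete cell-killing and DMSO as no toxicity.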
Nrf2 inh = Nrf2 qHTS screen for inhibitors; A549 ARE-Fluc reporter, luciferase luminescence, 18-24 h; Potency, µM (titrated, usually from 46 µM), inactives show top-dose activity change, negative = inhibition, most hits filed as inhibitors; 360,000 tested, 2.1% active; AID 504444, 2011; also: potency is read from the fitted curve at half-maximal effect; % is scaled to controls: 0 for no effect and ±100 for the full control effect; nearly all actives have a fitted effect of over 60% in size
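In this cell-based qHTS, ARE-driven firefly luciferase in A549 cells reports Nrf2 activity; the luminescent signal after BugLite lysis is the measured value, with a prior CellTiter-Fluor read for cell health.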
A549 viability = Nrf2 qHTS screen for inhibitors: counterscreen for cytotoxicity. A549 ARE-Fluc cells, CellTiter-Fluor viability, 18-24 h. Potency, µM (highest dose often 46 µM), for inactives: top-dose activity change, negative = cytotoxicity, hits mostly inhibitors. 390,000 tested, 0.16% active; also: potency is read from the fitted curve at half-maximal effect; % is scaled to controls: 0 for no effect and ±100 for the full control effect
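A549 ARE-Fluc cells in 5% FBS OPTI-MEM, 5000 cells/well, rested 2 h then exposed to compounds in concentration-response for 18-24 h at 37 °C. Viability by CellTiter-Fluor fluorescence (Ex 405/Em 525) after 30 min; luciferase luminescence (BugLite, 15 min, RT) read afterwards.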
Nrf2 activator = qHTS of Nrf2 Activators; AID 624171, 2012; AREc32 ARE-luciferase reporter (MCF7-derived line), luminescence, 24 h; Potency, µM (top dose mostly 46.1 µM), inactives show top-dose activation, hits mostly activators; 410,000 tested, 0.31% active; also: potency is read from the fitted curve at half-maximal effect; % of control where 0% means no effect; nearly all actives have a fitted effect of over 65% in size
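ARE-driven firefly luciferase activity in AREc32 cells measured after a 24 hr compound exposure at 37 deg C, using Steady-Glo reagent and a 30 min room-temperature hold.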
Active calls of the source: *; i = inactive; ? = inconclusive; nt = no result given; [ ] = another dose, or the depositor's remark. Unless noted, calls follow the shape of the dose curve; as a rule, active = well fitted curve in the direction sought with a large enough effect; inconclusive = small, poorly fitted or top-dose-only effect, or another doubt; inactive = no such curve, though single readings can be large; an effect the other way counts as inactive or inconclusive. Compounds as they come; 8.8% or so of the library scored in one or more.

SMILES	ATXN2 expr inh	ATXN viability	IL1B secr inh	TGFb SMAD3 inh	MCF10A rerep	HepG2 viability	Nrf2 inh	A549 viability	Nrf2 activator
COc1ccc(NC(=O)c2c[nH]c(=O)n(-c3ccc(C)c(C)c3)c2=O)c(OC)c1	-4%	i	10	-5%	14%	-26%	1%	1%	-0.9%
CS(=O)(=O)N1CCc2cc(C(=O)Nc3ccccc3Cl)ccc21	33%	i	?	3%	8%	-10%	?	0%	4.4%
CCCCCCn1c(SCC(C)C)nc2c1c(=O)[nH]c(=O)n2C	-15%	i	9	-12%	0%	9%	nt	2%	0.6%
Cc1nc(CNS(=O)(=O)c2cc([N+](=O)[O-])ccc2C)cs1	-4%	i	21	-4%	1%	4%	-13%	-2%	-0.8%
O=C(CN1C2=NCCN2c2ccccc21)c1cccs1	3%	i	-2	-4%	18%	0%	0%	2%	-0.2%
CCc1ccc2[nH]c(=O)c(CN(Cc3ccccc3OC)Cc3nnnn3Cc3ccco3)cc2c1	?	?	-82*	?	?	-14%	?	?	5.5%
Cc1n[nH]c2ccccc2c1=O	5%	?	19	21%	-2%	13%	13%	-2%	-0.8%
O=c1oc2ccccc2cc1-c1csc(Nc2nc3c(F)cccc3s2)n1	4%	i	16	?	5.8µM*	-34%	11%	6%	7.5%[9.22 µM]
CCn1nc(C(=O)OCc2c(C)noc2C)c2ccccc2c1=O	5%	i	36	-5%	24%	-17%	-24%	-2%	0.0%
Cc1ccccc1CNC(=O)CCCC(=O)n1nc(C)c2ccccc21	0%	i	-11	1%	1%	-4%	-30%	-3%	-0.1%
O=C(O)CSc1nc2sc3c(c2c(=O)n1Cc1ccccc1)CCCCC3	42%[activator]	i	-29	3%	?	-22%	?	-1%	5.5%
CCOc1ccccc1C(=O)NCc1ccc2c(c1)CCN2C(=O)c1ccc(F)cc1	nt	nt	nt	0%	nt	-12%	nt	-3%	-1.0%
O=C(CCNC(=O)c1ccco1)Nc1ccc(Cl)c(C(F)(F)F)c1	-11%	i	-14	0%	5%	29%	?	3%	-0.5%
COC(=O)c1cc(=O)nc2sc(-c3cccs3)nn12	6%	i	2	4%	2%	-4%	-1%	2%	-0.3%
Cc1ccc(CSc2ccc3nnc(-c4ccccn4)n3n2)cc1	4%	i	-10	-13%	0%	-29%	-1%	-1%	0.7%
Nc1nc(SCc2nc3sc4c(c3c(=O)[nH]2)CCCC4)n[nH]1	6%	i	-4	?	7%	7%	-14%	-2%	2.3%
Cc1ccc(NC(=O)c2ccc3c(c2)nnn3C)cc1	nt	i	-9	-5%	11%	-4%	11%	3%	1.6%
O=C(COC(=O)COc1ccc(Cl)cc1)NC1CCS(=O)(=O)C1 (stereo unspecified)	nt	i	-5	26%	8%	-64%	6%	8%	0.4%
Cn1nnnc1SCC(=O)Nc1ccc(C(=O)N2CCN(Cc3ccccc3F)CC2)cc1	-2%	?	-5	2%	1%	4%	-2%	1%	0.1%
COc1ccc(CCNC(=O)c2ccccc2OCc2c(C)noc2C)cc1	6%	i	4	-3%	-4%	0%	-3%	8%	0.6%
COc1ccc(C(=O)Nc2ccc3oc(-c4ccc(OC)cc4)nc3c2)cc1	nt	nt	nt	0%	nt	3%	4%	0%	2.7%
CC(C)(Cc1ccccc1)/[N+]([O-])=C\c1ccccc1	-1%	i	-9	0%	-1%	8%	-7%	4%	-0.9%
Cn1cc([N+](=O)[O-])c(C(=O)N/N=C/c2cc3c(cc2Br)OCO3)n1	1%	i	-24	6%	?	4%	?	2%	7.8%
Cc1ccc(CSc2oc(-c3ccco3)nc2S(=O)(=O)c2ccc(C)cc2)cc1	1%	i	nt	-20%	nt	-15%	-6%[9.27 µM]	13%	0.6%
CCOC(=O)C1CCN(Cc2nc(-c3ccc(OC)c(OC)c3)no2)CC1	15%	i	-9	8%	5%	0%	nt	0%	-0.3%
COc1ccc(/C=C(/NC(=O)c2ccccc2)C(=O)NC(Cc2c[nH]c3ccccc23)C(=O)O)cc1 (stereo unspecified)	-1%	i	45	117%[activator]	2%	4%	16%	1%	1.0%
c1ccc(-n2nnnc2-c2cnc(-c3ccncc3)nc2-c2cccs2)cc1	-3%	i	-8	4%	-1%	-23%	-2%	21%	-0.7%
COc1cc2cc(C(=O)N[C@@H](Cc3ccccc3)C(=O)O)n(C)c2c(OC)c1OC	nt	i	-4	-20%	0%	-17%	-22%	5%	-0.9%
Nc1nc(SCC(=O)Nc2ccc(Cl)c([N+](=O)[O-])c2)n[nH]1	-22%	i	-1	-5%	7%	-1%	-11%	7%	-0.6%
CC(=O)NC1C(Oc2ccc3c(C)cc(=O)oc3c2)OC(COC(C)=O)C(OC(C)=O)C1OC(C)=O (stereo unspecified)	-2%	i	17	0%	-7%	1%	7%	-11%	-0.7%

One compound at a time, as listed above. Order of values: ATXN2 expr inh, ATXN viability, IL1B secr inh, TGFb SMAD3 inh, MCF10A rerep, HepG2 viability, Nrf2 inh, A549 viability, Nrf2 activator
Entry for CCc1ccc2[nH]c(=O)c(CN(Cc3ccccc3OC)Cc3nnnn3Cc3ccco3)cc2c1 = ?, ?, -82*, ?, ?, -14%, ?, ?, 5.5%
Entry for CC(C)(Cc1ccccc1)/[N+]([O-])=C\c1ccccc1 = -1%, i, -9, 0%, -1%, 8%, -7%, 4%, -0.9%

Going on with the list.
SMILES	ATXN2 expr inh	ATXN viability	IL1B secr inh	TGFb SMAD3 inh	MCF10A rerep	HepG2 viability	Nrf2 inh	A549 viability	Nrf2 activator
Cc1cccc(NC(=O)Cn2c(=O)oc3cc(S(=O)(=O)NC4CCCC4)ccc32)c1	-19%	i	nt	-33%	nt	-3%	-25%	-2%	2.6%
Cc1ccc(-c2cnc(-c3ccncc3)o2)cc1	29%	i	0	-7%	-1%	-32%	?	-2%	3.9%
CC(C)(C)C(=O)OC/C(N)=N/OC(=O)c1ccc(Cl)cc1	-13%	i	nt	?	-31%[inhibitor]	-31%	9%	-1%	0.0%
O=S(=O)(CCNCc1cccs1)c1ccc(Cl)cc1	12%	i	-17	11%	1%	11%	-9%	-2%	5.0%
Cc1cc2nnc(SCC(=O)N3CCCCC3)n2c(N)n1	8%	i	32	-2%	-3%	-9%	0%	-7%	-0.1%
Cc1ccc2c(c1)N(C(=O)CCC(=O)N1CCC(C(N)=O)CC1)CC(C)O2 (stereo unspecified)	6%	i	-5	-4%	-2%	-11%	-11%	20%	3.0%
O=C(CNC(=S)N(CCCN1CCOCC1)Cc1cccs1)NC1CC1	-16%	i	-2	8%	-5%	-14%	9%	1%	-2.5%
O=C(Cc1ccccc1)NCC1CCCO1 (stereo unspecified)	-1%	i	3	3%	21%	8%	-13%	-2%[1.84 µM]	0.2%
Cc1ccc(NC(=O)c2cnc(SCC(=O)Nc3cc(C)on3)n(C)c2=O)cc1	nt	nt	nt	-3%	nt	-13%	nt	-2%	0.9%
Cc1ccc(S(=O)(=O)N(C)c2ccc(OC(C)C(=O)N3CCCC3)cc2)cc1C (stereo unspecified)	-13%	i	-2	16%	15%	-40%	-2%	-6%	2.5%
COC(=O)C(=NNc1c(C)n(C)n(-c2ccccc2)c1=O)C(=O)OC	15%	i	-7	4%	1%	-15%	2%	1%	-0.1%
COC(=O)c1ccc(S(=O)(=O)N2CCN(CCO)CC2)n1C	-5%	i	nt	2%	?	8%	1%	1%	-0.2%
Cc1cc(NC(=O)Cn2cnc3c(nnn3-c3ccc(C)c(Cl)c3)c2=O)no1	-12%	i	-2	9%	-1%	3%	-6%	-2%	0.0%
O=C(NCC1CCCO1)c1cccc(Br)c1 (stereo unspecified)	10%	i	7	1%	-6%	3%	19%	29%	-0.6%
CN(C)C(CNC(=O)c1ccc2nccnc2c1)c1ccco1 (stereo unspecified)	34%	i	-6	19%	-2%	5%	0%	-2%	28%
O=c1c(Cc2ccccc2)c(O)ccn1CCc1cnc[nH]1	5%	i	-6	-1%	-25%	-8%	-3%	-4%	-0.5%
COc1cccc([C@@H]2Oc3ccc(OC)cc3C(=O)[C@H]2O)c1	11%	i	22	?	?	3%	2%	-6%	2.4%
O=C(O)COc1c(-c2ccccc2)oc2ccccc2c1=O	-6%	i	62	-5%	-4%	-3%	-7%	0%	2.2%
CC(C)S(=O)(=O)N1CCN(c2ccnc3cc(Cl)ccc23)CC1	-34%	i	nt	-1%	?	12%	-22%	-3%	-0.4%
Nn1c(SCC(=O)N2CCCCC2)nnc1-c1ccncc1	10%	i	3	-7%	-1%	3%	nt	-2%	-0.8%
CCc1ccc(C=NC23CN4CN(CN(C4)C2)C3)s1	3%	i	15	1%	0%	3%	5%	3%	-0.9%
COc1ccc(/C=C/C(=O)OCC(=O)c2c(N)n(C)c(=O)n(C)c2=O)c(OC)c1	-22%	i	-8	-3%	0%	-4%	-20%	-1%	0.0%
Cc1cc(Cl)c(OCCOCCN2CCCCC2)c(Br)c1	-29%	i	-16	1%	?	2%	-4%	0%	-1.8%
COC(=O)c1cc(S(=O)(=O)NCc2ccccc2)c[nH]1	-8%	i	-5	3%	-8%	-1%	0%	-2%	-1.3%
CC1CCc2cc(F)ccc2N1C(=O)C1(C)CC1(Cl)Cl (stereo unspecified)	-10%	i	4	12%	5%	-5%	3%	0%	1.0%
CC(C)C(=O)Nc1ccc2c(c1)C(=O)NC2=O	-29%	?	7	-9%	-2%	3%	6%	1%	0.4%
Cc1cc(C)cc(NS(=O)(=O)c2ccc3[nH]cc(C(=O)NCCc4ccccc4)c(=O)c3c2)c1	-15%	?	nt	-26%	nt	-23%	?	-8%	0.5%
CCOC(=O)C(CCc1ccccn1)c1ccccc1 (stereo unspecified)	8%	i	-1	-8%	5%	-7%	-7%	-14%	-0.2%
